From PubChem BioAssay
AMA1-RON2 inh = AMA1-RON2 (P. falciparum) interaction inhibition | AlphaScreen AMA1-biotinylated RON2 peptide binding | Potency, µM (highest dose often 58.2 µM), inactives show at the top dose activity change, negative = inhibition, hits mostly inhibitors | actives 0.2% (n = 360,000); active = well fitted inhibition curve with a large enough effect; inconclusive = small, poorly fitted or top-dose-only effect; inactive = no such curve, though single readings can be large or run the other way;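 also: potency is read from the fitted curve at half-maximal effect; 0% = vehicle wells and -100% = peptide control; nearly all actives have a fitted effect of over 45% in size; some results filed as inactive show a strong effect at the top dose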
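AMA1 (3D7) with his tag at 25 nM final met compounds first, then biotinylated RON2 peptide at 25 nM; detection used donor plus acceptor beads, 10 µg/mL apiece, read by AlphaScreen after 30 min at room temperature.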
HCMV inh = human cytomegalovirus inhibition | AID 1259415 | activity change, negative = inhibition, % at 57.5 µM | actives 4.5% (n = 410,000) | HFF cells, HCMV-luciferase reporter, 72 h; stronger effect = lower value; in the data active = activity change below about -60%; inconclusive = no clear call, values can overlap the other calls; inactive = above about -39%
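Inhibition of viral replication was scored as loss of reporter luminescence in HFFs infected with HCMV-luciferase (MOI 1 PFU/cell) for 72 h; compounds tested at 2 doses, normalized to buffer and Salinomycin controls.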
An asterisk follows results filed as active; ? = inconclusive; [ ] = remark or other dose. Unless noted, % is scaled to controls: 0 for no effect and ±100 for the full control effect. Some of the compounds tested; the hit share may differ from the screen's.

#1 CC(C)=C1CCC(C)CC1=NNC(N)=S (centres undefined)
#2 CS(=O)(=O)NNC(=O)Cn1nnc(-c2ccc(OCc3ccccc3Cl)cc2)n1
#3 CCCCCn1nnnc1-c1nc2cc(C)c(C)cc2[nH]c1=O
#4 COC(=O)[C@]12CCCCC=C1N(Cc1ccccc1)C(=O)[C@H](CC(=O)N1CCCC1)C2
#5 COc1cc(NC(=O)c2cc(OC)c(OC)c(OC)c2)c2ncccc2c1
#6 C[C@H](NC(=O)c1[nH]cnc1C(=O)N[C@@H](C)CO)c1ccccc1

| Compound | 1 | 2 | 3 | 4 | 5 | 6 |
| --- | --- | --- | --- | --- | --- | --- |
| AMA1-RON2 inh | 28% | 15% | -3% | 3% | 9% | 32%[activator] |
| HCMV inh | -15 | 28 | -5 | -3 | 4 | -8 |

#7 CCCCC(=O)c1ccc(O)cc1O
#8 COc1ccc(Br)c(Cn2c(C)c(C(=O)NCc3ccccc3C(F)(F)F)sc2=O)c1
#9 COc1cc(Cn2c3ccc(NC(=O)NCCc4ccccc4)cc3c(=O)n2C)ccc1F
#10 CC1CCN(CC(O)COC2CC(C)CC(C)(C)C2)CC1 (centres undefined)
#11 CC(=O)c1ccc(N2CCN(Cc3cc(=O)n4c(-c5ccccc5)csc4n3)CC2)cc1
#12 COc1cccc(-c2cnc(C(O)c3cc(F)cc(Cl)c3)[nH]2)c1 (centres undefined)

| Compound | 7 | 8 | 9 | 10 | 11 | 12 |
| --- | --- | --- | --- | --- | --- | --- |
| AMA1-RON2 inh | -8% | -7% | 1% | 0% | 27% | -1% |
| HCMV inh | 1 | ? | -68* | -15 | 10 | 1 |

#13 CCOC(=O)C1(C)CCN1C(=O)c1ccccc1C(F)(F)F (centres undefined)
#14 CC(Oc1ccc(Cl)cc1)C(=O)Nc1cccc(S(=O)(=O)N2CCCC2)c1 (centres undefined)
#15 CC(O)(c1cccc(F)c1)c1nc(-c2ccncc2)cs1 (centres undefined)
#16 Cc1cc(C)cc(Cn2cc(CN3CC(N4CCN(CCO)CC4)CS3(=O)=O)nn2)c1 (centres undefined)
#17 Cc1ccc(C2NC(=O)c3ccccc3N2)c(C)c1 (centres undefined)
#18 CCCCN1CC(N2CCN(C)CC2)CS1(=O)=O (centres undefined)

| Compound | 13 | 14 | 15 | 16 | 17 | 18 |
| --- | --- | --- | --- | --- | --- | --- |
| AMA1-RON2 inh | 1% | 0% | 2% | 7% | -3% | 29% |
| HCMV inh | -24 | -11 | -27 | -29 | 19 | 2 |

#19 Oc1ccc2ccc3cccc[n+]3c2c1
#20 COc1ccc(NC(=O)CSc2nc3ccsc3c(=O)n2CCC(=O)O)cc1
#21 COc1ccc(CSC(=S)NNc2ccccc2)cc1
#22 CC1(C(=O)NS(=O)(=O)c2ccccc2Cl)CCN1C(=O)C1(c2ccc(Cl)cc2)CC1 (centres undefined)
#23 Cc1ccsc1C(=O)N1CCN(c2ncc(C(F)(F)F)cc2Cl)CC1
#24 Cc1csc(CN(C)C(=O)CC2C(=O)NCCN2Cc2ccccc2C)n1 (centres undefined)

| Compound | 19 | 20 | 21 | 22 | 23 | 24 |
| --- | --- | --- | --- | --- | --- | --- |
| AMA1-RON2 inh | 15% | -2% | 60%[activator] | -5% | 27% | 37%[activator] |
| HCMV inh | 12 | -18 | 37 | -4 | -27 | -7 |

#25 O=[N+]([O-])c1ccc(-c2cn(-c3ccc(Cl)cc3)cn2)cc1
#26 O=C(Nc1ccc2c(c1)Cc1ccccc1-2)c1cc2ccccc2o1
#27 CN(C)CCCn1c(=O)n(C2CCCCC2)c(=O)c2c3c(sc21)CCCCC3
#28 COc1ccc(C2=Cc3ccccc3C(CC(=O)C3CC3)N2c2ccc(-c3cc(OC)c(OC)c(OC)c3)cc2)cc1 (centres undefined)
#29 CCCCc1c(-c2ccccc2OC)ncn1Cc1ccc(-c2ccccc2)cc1
#30 C[C@H]1CN([C@@H](C)CO)C(=O)CCCn2cc(nn2)CO[C@@H]1CN(C)S(=O)(=O)c1ccc(Oc2ccccc2)nc1

| Compound | 25 | 26 | 27 | 28 | 29 | 30 |
| --- | --- | --- | --- | --- | --- | --- |
| AMA1-RON2 inh | -1% | 1% | -18% | 10% | -6% | 1% |
| HCMV inh | 12 | 1 | -27 | ? | -22 | 13 |

#31 CN(C)c1nc(N/N=C\c2ccc(Cl)c([N+](=O)[O-])c2)nc(Nc2ccc(F)cc2)n1
#32 CCOC1=C2[C@@H](CN(S(=O)(=O)c3ccc(C)cc3)[C@H]2c2ccccc2F)[C@H]2C(=O)NC(=O)[C@H]2C1
#33 O=C(Nc1ccccc1F)c1nc[nH]c1C(=O)NCc1ccccc1
#34 CC(=O)N1CCN(S(=O)(=O)c2cccc(C(=O)OCC(=O)NCc3ccccc3Cl)c2)CC1
#35 Cc1ccccc1-c1ccc2n1Cc1cnnn1-c1ccccc1-2
#36 C=CCOc1ccc(C=CC(=O)c2c(O)c(OC)c(OC)c(OC)c2OC)cc1

| Compound | 31 | 32 | 33 | 34 | 35 | 36 |
| --- | --- | --- | --- | --- | --- | --- |
| AMA1-RON2 inh | 27% | -2% | 115%[activator] | 1% | 25µM* | ? |
| HCMV inh | 39 | 1 | -9 | 5 | 0 | -17 |

#37 O=CNc1ccc2c(c1)Cc1cc([N+](=O)[O-])ccc1-2
#38 COc1ccc(C(CNC(=O)CCNS(=O)(=O)c2ccc(Br)cc2)N2CCOCC2)cc1 (centres undefined)
#39 CC(=O)c1ccc(NS(=O)(=O)c2cccc3cccnc23)cc1
#40 O=C(Cc1ccc(S(=O)(=O)N2CCOCC2)s1)N1CCN(S(=O)(=O)c2ccccc2F)CC1
#41 CN(C)/C=C(\C(=O)c1ccc(Cl)cc1)c1nnnn1-c1ccc(Cl)cc1
#42 CCOC(=O)c1cc2c(OC)c(OC)ccc2c2[nH]cc(C#N)c(=O)c12

| Compound | 37 | 38 | 39 | 40 | 41 | 42 |
| --- | --- | --- | --- | --- | --- | --- |
| AMA1-RON2 inh | 5% | -7% | -4% | 8% | -9% | 1% |
| HCMV inh | 0 | 0 | 1 | 0 | 18 | -15 |

#43 Cc1ccc(C(=O)O)c(NC=O)c1OCc1ccccc1
#44 CCNC(=O)C1(C)CCCN(Cc2cc3ccccc3o2)C1 (centres undefined)
#45 COc1cc(OC)c(N(C)S(=O)(=O)c2cccc(C(=O)OCC(=O)N(C)Cc3ccccc3)c2)cc1Cl
#46 O=C(NCc1ccc(C(F)(F)F)cc1)c1ccc(-c2cccnc2)c2ccoc12
#47 CN1CCN(C(=O)c2cc3c(c(-c4cccc(-c5cccnc5)c4)n2)[C@@H](CCO)N(C(=O)CC2CC2)C3)CC1
#48 O=C(c1ccc(CS(=O)Cc2cccc(Cl)c2)o1)N1CCN(c2ccc(F)cc2)CC1 (centres undefined)

| Compound | 43 | 44 | 45 | 46 | 47 | 48 |
| --- | --- | --- | --- | --- | --- | --- |
| AMA1-RON2 inh | -5% | 1% | -5% | 49%[activator] | 7% | -6% |
| HCMV inh | -22 | -14 | -63* | 64 | 11 | -34 |

#49 O=C1C(=NO)C(c2ccccc2)Oc2ccccc21 (centres undefined)
#50 O=S(=O)(c1ccccc1)N1CCNCC1
#51 CN1CCN(c2nc3cc(N4CCOCC4)ccc3s2)CC1
#52 O=C1[C@@H]2[C@@H](CN3CN(c4ccccc4)N=C(c4ccccc4)[C@@]23c2ccccc2)C(=O)N1c1ccccc1
#53 OCCNc1ncnc2c1ncn2[C@H]1CN(Cc2ccc3c(c2)OCO3)C[C@@H](CO)O1
#54 O=[N+]([O-])c1ccc(S(=O)(=O)NCC(c2ccc3c(c2)OCO3)N2CCOCC2)cc1 (centres undefined)

| Compound | 49 | 50 | 51 | 52 | 53 | 54 |
| --- | --- | --- | --- | --- | --- | --- |
| AMA1-RON2 inh | -9% | 1% | 5% | 20% | -3% | -2% |
| HCMV inh | -34 | 10 | 23 | -34 | 32 | -13 |

#55 C[C@@H]1CN([C@H](C)CO)C(=O)CCCn2nncc2CO[C@H]1CN(C)Cc1ccc2c(c1)OCO2
#56 C[C@@H]1CN(S(=O)C(C)(C)C)[C@@H](CCO)/C1=C\c1ccccc1 (some centres undefined)
#57 C=C(C)Cn1c2ccc(NC(=O)CCc3cccnc3)cc2c(=O)n1C
#58 CN(C)Cc1c[nH]c2ccc([N+](=O)[O-])cc12
#59 O=[N+]([O-])CC(c1ccccc1)c1c[nH]c2ccccc12 (centres undefined)
#60 OC(c1cccc(F)c1)c1ncc(-c2ccc3ccccc3c2)[nH]1 (centres undefined)

| Compound | 55 | 56 | 57 | 58 | 59 | 60 |
| --- | --- | --- | --- | --- | --- | --- |
| AMA1-RON2 inh | -29% | -5% | -4% | -2% | -4% | -15% |
| HCMV inh | 2 | -3 | 6 | -23 | 36 | 91 |

#61 COc1ccccc1N1CCN(S(=O)(=O)CCNC(=O)COc2ccccc2)CC1
#62 Cc1ccc(OCc2nnc(SCC(=O)O)n2-c2ccccc2)cc1
#63 CCCc1c(C(=O)N/N=C/C=C/c2ccccc2)nnn1-c1nonc1N
#64 Cc1ccc(S(=O)(=O)N2CCN(C(=O)c3cc(S(=O)(=O)N4CCOCC4)ccc3F)CC2)cc1
#65 CCOC(=O)[C@]12Cc3ccc(C)cc3[C@H]1N(C1CCCCC1)C(=O)c1cc(OC)ccc12
#66 O=C1NC[C@@H](CCCCN2C[C@H](Cc3ccccc3)N(CC3CCCCC3)C(=O)C2=O)N(CCc2ccc(O)cc2)C1=O

| Compound | 61 | 62 | 63 | 64 | 65 | 66 |
| --- | --- | --- | --- | --- | --- | --- |
| AMA1-RON2 inh | -14% | 0% | 95%[activator] | 11% | 0% | 1% |
| HCMV inh | 3 | 19 | -8 | 4 | -103* | -12 |

#67 CCn1c(SCC(=O)NC2CCCC2)nc2c(c1=O)SCC2
#68 CC(C)N1CCN(c2ccncc2S(=O)(=O)N2CCN(C)CC2)CC1
#69 CC(C)N1CCCC(C)(C(=O)Nc2cccc(Oc3ccccc3)c2)C1 (centres undefined)
#70 CC(C)CC1C(=O)N(Cc2cn(Cc3ccco3)nn2)CCS(=O)(=O)N1Cc1ccc(-c2ccc(F)cc2)cc1 (centres undefined)
#71 O=C(CNc1cc(S(=O)(=O)N2CCOCC2)ccc1N1CCCC1)Nc1ccc(Cl)cc1
#72 Cn1ccc2c(-c3ccc4[nH]ccc4c3)cc3c(c21)C1CCC3O1 (centres undefined)

| Compound | 67 | 68 | 69 | 70 | 71 | 72 |
| --- | --- | --- | --- | --- | --- | --- |
| AMA1-RON2 inh | 8% | 1% | 11% | 18% | -8% | -27% |
| HCMV inh | -17 | 32 | -21 | -16 | 21 | 16 |

#73 CCC1(CC)NC(=O)N(CC(=O)OC(C)C(=O)Nc2ccc(S(N)(=O)=O)cc2)C1=O (centres undefined)
#74 CC1(C(=O)O)CCCC2(C)c3cc(O)ccc3CCC12 (centres undefined)
#75 Cn1c(=O)n(C)c2cc(CNC(=O)[C@H]3O[C@@H](n4cnc5c(N)ncnc54)[C@H](O)[C@@H]3O)ccc21
#76 O=C(O)c1cc([N+](=O)[O-])cc2ccccc12
#77 CC1(Cc2ccccc2Cl)C(=O)Nc2cc(-c3ccccc3Cl)ccc21 (centres undefined)
#78 O=C1NC(=S)NC1Cc1ccc(O)cc1 (centres undefined)

| Compound | 73 | 74 | 75 | 76 | 77 | 78 |
| --- | --- | --- | --- | --- | --- | --- |
| AMA1-RON2 inh | -7% | -13% | 3% | -2% | 5% | 35%[activator] |
| HCMV inh | -23 | 26 | 18 | -14 | 1 | -22 |

#79 COCCCn1cc(CN2CC(N(C)C)CS2(=O)=O)nn1 (centres undefined)
#80 C(=C\c1ccccc1)/CN1CCN(C(c2cccs2)c2nnnn2C2CCCC2)CC1 (centres undefined)
#81 C[C@@H]1CN([C@H](C)CO)C(=O)c2cc(C#CC(C)(C)O)cnc2O[C@@H]1CN(C)C(=O)C1CC1
#82 CC(OC(=O)c1nc(Cl)ccc1Cl)C(=O)NCc1ccccc1 (centres undefined)

| Compound | 79 | 80 | 81 | 82 |
| --- | --- | --- | --- | --- |
| AMA1-RON2 inh | 0% | -8% | -1% | 0% |
| HCMV inh | -20 | 21 | 14 | 19 |

In the list so far, these have an NH in an aromatic ring:
#3 CCCCCn1nnnc1-c1nc2cc(C)c(C)cc2[nH]c1=O
#6 C[C@H](NC(=O)c1[nH]cnc1C(=O)N[C@@H](C)CO)c1ccccc1
#12 COc1cccc(-c2cnc(C(O)c3cc(F)cc(Cl)c3)[nH]2)c1 (centres undefined)
#33 O=C(Nc1ccccc1F)c1nc[nH]c1C(=O)NCc1ccccc1
#42 CCOC(=O)c1cc2c(OC)c(OC)ccc2c2[nH]cc(C#N)c(=O)c12
#58 CN(C)Cc1c[nH]c2ccc([N+](=O)[O-])cc12
#59 O=[N+]([O-])CC(c1ccccc1)c1c[nH]c2ccccc12 (centres undefined)
#60 OC(c1cccc(F)c1)c1ncc(-c2ccc3ccccc3c2)[nH]1 (centres undefined)

| Compound | 3 | 6 | 12 | 33 | 42 | 58 | 59 | 60 |
| --- | --- | --- | --- | --- | --- | --- | --- | --- |
| AMA1-RON2 inh | -3% | 32%[activator] | -1% | 115%[activator] | 1% | -2% | -4% | -15% |
| HCMV inh | -5 | -8 | 1 | -9 | -15 | -23 | 36 | 91 |

#72 Cn1ccc2c(-c3ccc4[nH]ccc4c3)cc3c(c21)C1CCC3O1 (centres undefined)

| Compound | 72 |
| --- | --- |
| AMA1-RON2 inh | -27% |
| HCMV inh | 16 |
